Screens deposited in PubChem by several laboratories.
Pemphigus Ab inh = inhibitors of pemphigus antibody binding to DSG3, primary screen, biochemical, bead-based, flow cytometry, scFv-GFP; Desmoglein-3 (Homo sapiens), P32926; DSG3-coupled beads, scFv-anti-DSG3-GFP binding; stronger effect = lower value; binding (percent of control), % at 10 µM; hit rate 0.48% among 310,000;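 active = binding more than 3 SD below its plate's average and above zero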; also: some compounds called inactive have numbers as strong as hits
Keap1 Nrf2 FP = Keap1-Nrf2 protein-protein interaction inhibitors, primary screen, biochemical, fluorescence polarization, single point; Kelch-like ECH-associated protein 1 (Homo sapiens), Q14145; Keap1 Kelch-Nrf2 peptide fluorescence polarization, 1536-well; inhibition, % at 9.4 µM; hit rate 0.15% among 340,000; AID 504523, 2011; in the data active = inhibition above about 12%;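 also: human Keap1 Kelch domain with fluorescein labeled Nrf2 9mer peptide probe; 0% = neutral control wells and 100% = peptide positive control; higher means more block of Keap1 binding to Nrf2 peptide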
Target sequence (Q14145 whole entry, looked up, the tested form may be a part): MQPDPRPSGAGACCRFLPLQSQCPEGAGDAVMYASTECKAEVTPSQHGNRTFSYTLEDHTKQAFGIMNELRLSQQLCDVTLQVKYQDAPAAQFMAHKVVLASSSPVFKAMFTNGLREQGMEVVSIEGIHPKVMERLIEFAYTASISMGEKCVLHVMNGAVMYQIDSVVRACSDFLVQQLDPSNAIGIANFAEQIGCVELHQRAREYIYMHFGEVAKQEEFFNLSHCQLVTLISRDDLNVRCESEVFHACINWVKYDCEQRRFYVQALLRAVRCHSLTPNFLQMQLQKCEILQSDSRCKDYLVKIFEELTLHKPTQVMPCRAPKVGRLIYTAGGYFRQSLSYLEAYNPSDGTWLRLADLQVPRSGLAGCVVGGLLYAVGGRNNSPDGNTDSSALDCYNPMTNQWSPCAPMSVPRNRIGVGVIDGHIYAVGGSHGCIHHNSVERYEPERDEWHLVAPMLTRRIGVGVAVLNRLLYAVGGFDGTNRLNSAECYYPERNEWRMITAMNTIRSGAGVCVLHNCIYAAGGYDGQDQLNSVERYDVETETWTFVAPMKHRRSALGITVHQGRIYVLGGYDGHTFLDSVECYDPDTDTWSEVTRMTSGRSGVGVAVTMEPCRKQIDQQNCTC
LANA DNA inh = inhibitors of KSHV C-LANA binding to DNA, primary screen, biochemical, fluorescence polarization, FAM-LBS DNA, MBP-C-LANA, single point | hit rate 0.078% among 340,000 | inhibition, % at 9 µM | AID 504423, 2011 | Kaposi's sarcoma herpesvirus LANA C-terminal domain (residues 932-1162) DNA binding;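 active = highest replicate inhibition at or above 60% at 9 µM, even if other replicates fall short; inactive = all replicates below 60% inhibition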;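 also: 0% = neutral control wells and 100% = 4 µM acridine orange control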
Wnt act = Wnt/beta-catenin pathway activators, primary screen, cell-based, plate reader, single point | Wnt/beta-catenin reporter cell assay, activator | activation, % at 9.35 µM | hit rate 1.2% among 300,000 | AID 743398, 2014; in the data active = activation above about 30%, passing the limit was not always enough;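 also: 0% = neutral control wells and 100% = positive control wells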
OPRM1-OPRD1 inv = inverse agonists of MOR-DOR heterodimerization, primary screen, cell-based, luminescence | cell-based MOR-DOR heterodimer luminescence, inverse agonism | inhibition, % at 9.3 µM | hit rate 0.21% among 340,000 | AID 504357, 2011; in the data active = inhibition above about 22%, passing the limit was not always enough;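 also: 0% = cells with DMSO and 100% = wells without cells with DMSO; values of inactives mirror those of a sister screen read the other way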
RTF Ca sens inh = cardiac RTF calcium sensitivity inhibitors, primary screen, biochemical, IANBD-TnC fluorescence, EC70 calcium; inhibition, % at 7.15 µM; IANBD-labeled cardiac RTF, Ca2+ fluorescence; hit rate 0.12% among 340,000; AID 493244, 2011;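 active = inhibition above the mean inhibition of all tested compounds plus 3 SD, cut at about 17% in these data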;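 also: assay run at fixed EC70 calcium of 1.6 mM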
V-ATPase pHluor = regulators of yeast V-ATPase proton pumping, primary screen, pHLuorin cytosolic pH fluorescence; AID 504577, 2011; hit rate 0.37% among 350,000; S. cerevisiae; response, % at 10 µM; in the data active = response mostly above about 7.3%, no sharp cut-off; inactive = mostly below about 5.4%; also: actives read high; inactives centre near 0; some compounds called inactive have numbers as strong as hits; reference of the scale not given here
RTF Ca sens act = cardiac RTF calcium sensitivity activators, primary screen, biochemical, IANBD-TnC fluorescence, EC20 calcium; IANBD-labeled TnC RTF fluorescence at EC20 calcium; 0% EC20 calcium, 100% full calcium; Troponin I, cardiac muscle (Homo sapiens) + Troponin T, cardiac muscle (Homo sapiens) + …; AID 493008, 2010; activation, % at 7.2 µM; hit rate 0.24% among 340,000;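 active = activation above the mean over all tested compounds plus 3 SD, cut at about 30% in these data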;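 also: rise in fluorescence read as greater calcium sensitivity of cardiac thin filaments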
OPRM1-OPRD1 ag = agonists of OPRM1-OPRD1 heterodimerization, primary screen, cell-based, luminescence | Mu-type opioid receptor (Homo sapiens) + Delta-type opioid receptor (Homo sapiens), … | cells | activation, % at 9.3 µM | hit rate 0.3% among 340,000; in the data active = activation above about 18%;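 also: 0% = vehicle-treated cells and 100% = reference agonist; values of inactives mirror those of a sister screen read the other way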
Arrestin-AP2 inh = inhibitors of beta-arrestin/AP2 binding, primary screen, biochemical, GPCR trafficking, flow cytometry. beta-arrestin 1 C-terminal peptide binding to AP2 beta2-adaptin appendage (human). FITC-arrestin peptide / GST-AP2 beads; AP2 beta2 appendage carries R879A mutation. inhibition, % at 10 µM. hit rate 0.31% among 340,000;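 active = inhibition above a set limit, near 3 SD of compounds lacking own fluorescence, cut at about 54% in these data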;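 also: plate controls were DMSO wells for no effect and 5 µM unlabelled arrestin peptide for full effect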
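Material – AP2 appendage R879A on GSH beads · Buffer or medium – PBS with 0.05% Tween 20 and 0.1% BSA · Probe or stimulus – fluorescein-tagged arrestin peptide at 50 nM final · Incubation – compound with beads 12 min RT, then probe 1 h RT · Detection – high-throughput flow cytometry of beads, ex 488, em 535 nm · Evaluation – percent response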
* = called active by the depositor; · = not tested or not shown.

SMILES	Pemphigus Ab inh	Keap1 Nrf2 FP	LANA DNA inh	Wnt act	OPRM1-OPRD1 inv	RTF Ca sens inh	V-ATPase pHluor	RTF Ca sens act	OPRM1-OPRD1 ag	Arrestin-AP2 inh
COC(=O)C1=C(C)NC2=C(C(=O)CCC2)C1c1cn(Cc2ccc(Br)cc2)nc1-c1ccccc1 (centres undefined)	102	0	-0.7	-5	18	8	-2	4	-3.3	-6
CC(=O)N1N=C(c2cccc(NS(C)(=O)=O)c2)CC1c1ccc2c(c1)OCO2 (centres undefined)	127	0	-2.7	3	9	4	-5	4	-1.9	5
O=[N+]([O-])c1ccc(N2CCOCC2)cn1	111	-7	0.9	-1	19	-4	-3	8	-3.6	-5
Cc1c(/C=N/n2cnnc2)c2ccccc2n1CCOc1ccc(Cl)cc1	99	0	0.7	-7	-4	2	0	-3	0.9	30
CC(=O)Nc1sc(C)c(C)c1CN1CCN(Cc2ccccc2)CC1	121	2	0.1	-1	5	3	0	1	-1.0	0
COc1ccc(C[C@@H]2CN3C(=NC[C@@H]3Cc3ccc(O)cc3)N2C[C@H](C)NC(=O)CCC2CCCCC2)cc1	109	-5	0.3	·	3	3	0	1	-0.5	-1
c1ccc2c(NC3=NCCCCS3)cccc2c1	90	-4	-1.6	1	4	-2	3	-5	-0.7	5
S=C1NC2=C(CCCC2)C2(CCCCC2)N1	98	0	-1.1	·	13	1	-1	-2	-2.3	3
NC(=O)CC(NC(=O)c1ccc(Br)cc1)c1ccc(N2CCCCCCC2)c([N+](=O)[O-])c1 (centres undefined)	104	0	-1.8	-8	4	4	2	-2	-0.7	0
COc1cccc(-c2nn(C)c3sc(C(=O)NCc4ccco4)cc23)c1	113	-2	0.2	1	4	3	-4	-4	-0.7	16
Cc1c(C(=O)Nc2ccc(Nc3ccccc3)cc2)cccc1[N+](=O)[O-]	112	-7	0.4	-2	-2	-4	3	1	0.3	15
O=S(=O)(N/N=C1/CCCc2ccccc21)c1ccc(Br)cc1	102	-6	0.5	·	-35	-4	4	1	6.2	-4
Cc1cc(NC(=O)Cc2ccccc2)ccc1NC(=O)c1cccs1	88	2	0.1	-1	21	-16	0	3	-4.6	1
O=C(CC1SC(=O)N(Cc2ccccc2Cl)C1=O)Nc1nccs1 (centres undefined)	101	0	0.7	3	-1	8	3	0	0.1	4
CCCc1nc(SCC(=O)c2ccc(OC)cc2)c2ccccc2n1	94	-3	-1.9	5	-13	-1	0	0	2.4	3
COc1ccc(OC)c(N=Cc2c(O)c3ccccc3oc2=O)c1	188	2	1.8	-2	8	-1	-31	10	-1.6	29
CCc1ccc(C(=O)c2ccccc2C(=O)O)s1	92	-3	-1.2	1	11	6	3	-1	-2.0	1
CCN(c1ccccc1)S(=O)(=O)c1ccc(OC)c(NC(=O)Cc2ccc(F)cc2)c1	·	-7	1.8	1	-4	-10	-1	-3	1.0	-4
N/C(=N\OC(=O)c1ccc(Br)cc1)c1cccc([N+](=O)[O-])c1	110	4	0.6	4	-42	-3	-3	-2	8.2	16
CC(OC(=O)CNC(=O)c1ccco1)C(=O)N(C)c1ccccc1 (centres undefined)	98	-1	-0.9	-2	3	-1	-1	-2	-0.5	-1
O=C(c1ccco1)N1CCN(C(=O)c2cn(-c3ccccc3)nc2-c2ccccc2)CC1	95	-4	-1.4	4	7	6	-2	3	-1.8	-1
Cc1ccccc1-n1ncc2c1CC(C)(C)CC2NC(=O)CCC1=NNC(=O)CC1 (centres undefined)	104	-4	1.2	-1	-4	-9	2	8	0.8	2
Fc1ccccc1-c1nc(NC2CCCC2)c2ccccc2n1	99	1	-1.4	1	2	-3	5	1	-0.5	-14
O=C1c2ccccc2C(=O)N1CCCc1nc(-c2cccnc2)no1	76	-5	0.2	-6	14	0	1	10	-2.7	0
CCCCCC(=O)Nc1ccc(S(=O)(=O)NC2=NCCCCC2)cc1	·	-6	1.4	-2	8	0	2	-5	-2.0	-3
CCOCCCNC(=O)CCCC1=NS(=O)(=O)c2ccccc2N1	93	6	0.6	-1	1	-3	3	-1	-0.1	38
CC1CC(C)CN(C(=O)c2ccc3c(c2NCCO)C(=O)c2ccccc2C3=O)C1 (centres undefined)	99	-3	-0.5	-5	-46	-22	0	-9	7.4	2
O=C(CN1CCSC1=O)N1CCN(S(=O)(=O)c2ccc(Cl)cc2)CC1	·	-1	0.4	-3	15	-6	4	-2	-3.8	-14
CCn1ncc(C2=NOC(C(=O)NCc3ccccc3)C2)c1C (centres undefined)	99	3	0.1	·	20	-6	-1	0	-3.5	1
Cn1cnnc1SCC(=O)NNC(=O)COc1ccc(Br)cc1	100	2	-2.1	9	3	-18	-2	0	-0.6	20
CC(C)N(Cc1ccccc1)C(=S)Nc1ccccc1F	111	·	·	1	·	·	5	·	·	34
O=C(COC(=O)CSc1ccc2ccccc2c1)NC1CCCC1	107	-1	-0.8	1	8	-11	1	-4	-1.5	-10
COc1cc(/C=N/S(=O)(=O)c2ccccc2)cc(OC)c1O	96	3	1.0	1	-2	-4	-1	2	0.3	28
Cc1sc(NC(=O)c2cccc(N3C(=O)CCC3=O)c2)nc1-c1ccccc1	109	-2	0.7	0	17	-14	3	-10	-3.2	8
NC(=O)C1CCN(C(=O)OCc2ccccc2)CC1	100	-7	1.6	·	12	1	1	3	-2.1	0
N#Cc1ccc(Oc2ccc(S(=O)(=O)N3CCCC3)cn2)cc1	110	-5	-0.4	-3	13	-4	-1	7	-2.5	-3
Cc1cc(NC(=O)CSc2nc3ccccc3[nH]2)n(-c2ccccc2)n1	108	·	·	0	·	·	2	·	·	1
Cc1ccccc1Nc1nc(N)nc(CN(C)c2ccccc2)n1	107	5	-0.7	·	5	-4	-3	-6	-0.8	3
O=C(c1cc(COc2c(F)cccc2F)on1)N1CCSCC1	100	-4	0.5	12	8	0	2	0	-1.7	-3
CCCCOCCCNC(=O)c1c(-c2ccccc2)noc1C	99	-2	-0.8	-1	0	-12	-7	-4	0.0	6
CN(CC(=O)N1CCN(Cc2ccccc2)CC1)S(=O)(=O)c1cccc2nsnc12	99	-3	-0.4	0	13	-8	-5	-3	-2.6	-6
CS(=O)(=O)N1CCN(CC(=O)NC2CCCC2)CC1	108	1	0.4	1	7	5	-1	4	-1.2	41
O=[N+]([O-])c1ccc(Cl)c(S(=O)(=O)Nc2ccc(S(=O)(=O)N3CCOCC3)cc2)c1	110	-1	-0.2	3	-8	-6	-5	-4	1.4	3
O=C(CSc1nc2sc3c(c2c(=O)[nH]1)CCC3)NCCO	87	3	0.2	1	9	-11	-1	-1	-1.7	-15
O=C(NCCNCc1ccccn1)c1ccco1	85	1	-0.4	0	8	8	0	-5	-1.6	2
CCN(c1cccc(C)c1)S(=O)(=O)c1ccc(-c2ccc(=O)[nH]n2)o1	·	-3	-0.1	1	9	-8	-5	-4	-1.8	47
COC(=O)c1ccccc1OC(=O)c1cc[n+]([O-])cc1	97	-1	-0.4	4	15	-17	-1	-2	-3.2	2
COc1ccc(S(=O)(=O)Oc2c(OC)cc(C(=S)N3CCOCC3)cc2OC)cc1	106	4	-0.6	-1	-17	0	-2	0	3.4	-5
CCOC(=O)N/N=C(\c1ccccc1)C(O)c1ccccc1 (centres undefined)	117	-3	1.5	-2	2	-6	0	5	-0.4	-6
Cc1noc(C)c1S(=O)(=O)N1CCC(C(=O)Nc2ccc(Br)cc2)CC1	100	-4	0.7	-3	-8	2	-1	2	1.6	5
CCC(C)(C)C1CCC(=NNS(=O)(=O)c2ccc(C)c([N+](=O)[O-])c2)CC1 (centres undefined)	128	-3	-2.2	-5	4	4	1	3	-0.7	8
COc1ccc(OC)c(CCNC(=O)C(=O)Nc2ccc3nc4n(c(=O)c3c2)CCCCC4)c1	103	1	-0.9	-3	10	-4	1	0	-1.9	3
COc1ccc([N+](=O)[O-])cc1-n1cnnn1	106	0	2.8	0	17	-3	-2	-5	-3.5	10
CCN(CC)S(=O)(=O)c1ccc(C(=O)OCCN2C(=O)c3cccc4c(N5CCOCC5)ccc(c34)C2=O)cc1	174	27*	31	1	22	-4	-22	4	-4.1	21
O=C(Nc1cccc(F)c1)C1CCN(C(=O)Cc2ccccc2)CC1	106	-3	0.0	·	3	-12	6	6	-0.6	10
CC(=O)NN1C(=O)c2ccccc2NC1c1ccccc1F (centres undefined)	101	-1	2.4	16	9	-5	2	-5	-2.0	-4
CC(C)Oc1ccc(CCc2n[nH]c(=S)n2Cc2ccccc2)cc1	101	4	1.6	·	-53	12	1	0	8.9	10
N#C/C(=C1/CCCN1)c1ccccn1	102	-1	0.9	-1	19	-5	-3	1	-3.4	6
CC(C)(C)C1CCC(OCC(O)CN2CCN(c3ccccn3)CC2)CC1 (centres undefined)	93	4	-3.9	-1	-46	14	5	-4	9.8	-2
NCC/C=C1/c2ccccc2CSc2ccccc21	·	1	0.2	·	3	-2	-7	2	-0.5	-3

The list continues:
SMILES	Pemphigus Ab inh	Keap1 Nrf2 FP	LANA DNA inh	Wnt act	OPRM1-OPRD1 inv	RTF Ca sens inh	V-ATPase pHluor	RTF Ca sens act	OPRM1-OPRD1 ag	Arrestin-AP2 inh
COC(=O)C1=C(CS(=O)(=O)c2cc(OC)ccc2OC)NC(=O)NC1c1ccc(O)c(OC)c1 (centres undefined)	·	2	-2.2	2	16	-6	-3	4	-3.0	6
CCC(CC(C)(C)O)C(=O)NNC(=S)Nc1ccccc1 (centres undefined)	85	2	-0.8	0	9	-14	2	2	-1.5	3
CC(=O)c1cccc(NC(=O)C(C)OC(=O)c2cc(=O)[nH]c3ccccc23)c1 (centres undefined)	97	2	0.5	-2	0	-6	-1	-2	-0.1	-2
CCn1c(SCC(=O)Nc2ccc3c(c2)n(C)c(=O)n3C)nnc1-c1ccncc1	107	3	1.0	0	3	-4	-2	-2	-0.9	3
COc1cc2c(cc1OC)CN(Cc1ccc(C)cc1)CC2	100	4	1.1	0	13	0	6	-3	-2.6	-2
CCCCS(=O)(=O)/C=C/[C@H]1[C@H](S(=O)(=O)CCCC)[C@H]2C=C[C@@H]1C2	·	-1	-3.4	0	7	-11	-2	0	-1.1	11
